AID2073 = inhibitors of Mint1-CaV2.2 protein interaction, biochemical, HTRF (AID 2073); Voltage-dependent N-type calcium channel subunit alpha-1B (Homo sapiens); HTRF protein-protein interaction, Mint1-CaV2.2; higher % means a stronger effect; one-dose inhibition, % at 20 µM; IC50 in µM for titrated hits; 290,000 tested, 0.19% active; in the data active means inhibition mostly above about 51%, no sharp cut-off; inconclusive means no clear call, values can overlap the other calls; inactive means mostly below about 53%; further: some results filed as inactive read as strong as hits
HIV peptide binding = inhibitors of HIV fusion peptide binding, primary screen, biochemical, uHTS, fluorescence dequenching (AID 1986) | inhibition, % at 20 µM, or IC50 in µM where a hit was titrated | cell-free peptide binding, fluorescence dequenching, 30 min; higher % means a stronger effect | 290,000 tested, 0.3% active; in the data active means inhibition mostly above about 52%, no sharp cut-off; inactive means mostly below about 76%; further: some results filed as inactive read as strong as hits
* marks the source's active call; other numbers are inactive results; ? = inconclusive.

The first 2 entries, to show the layout:
AID2073 | HIV peptide binding | Compound
14% | 1.9% | O=C(NC(Cc1ccccc1)C(=O)O)/C(=C/c1cccc(Br)c1)NC(=O)c1ccco1 (centres undefined)
4% | 2.9% | CC(=O)Nc1ccc(C(=O)Nc2ccncc2)cc1

Results, from the first entry:
AID2073 | HIV peptide binding | Compound
14% | 1.9% | O=C(NC(Cc1ccccc1)C(=O)O)/C(=C/c1cccc(Br)c1)NC(=O)c1ccco1 (centres undefined)
4% | 2.9% | CC(=O)Nc1ccc(C(=O)Nc2ccncc2)cc1
0% | -0.4% | COc1ccccc1/C=C(/NC(=O)c1ccccc1)C(=O)NCCN1CCOCC1
-3% | -1.0% | COc1ccc(NC(=O)c2cccc(N3C(=O)C4C5C=CC(C5)C4C3=O)c2)cc1Cl (centres undefined)
16% | 1.9% | O=c1[nH]c(C2CCN(S(=O)(=O)c3ccccc3C(F)(F)F)CC2)nc2c1nnn2Cc1cccc(F)c1
18% | -1.1% | COCc1cc(C)nc(NC2CC(C)(C)NC(C)(C)C2)c1C#N
-1% | -0.4% | COc1ccccc1CNC(=O)CCCNC(=O)Cn1cnc2sc(C)c(C)c2c1=O
6% | 6.1% | O=C(NNC(=O)C1CC(c2cccs2)=NO1)Nc1ccc(Cl)cc1 (centres undefined)
3% | -1.1% | CC(C)(C)c1cc(CCC(=O)NCCc2ccccn2)cc(C(C)(C)C)c1O
-11% | 0.0% | CCOC(=O)C1(Cc2cccc(Cl)c2)CCCN(C(=O)c2ccco2)C1 (centres undefined)
3% | 0.7% | C/C(=N\NS(=O)(=O)c1ccc([N+](=O)[O-])cc1)c1c[nH]c2ccccc12
7% | -0.2% | CCCCc1nc2cc(C(=O)N(C)CCc3cn[nH]c3)ccc2o1
4% | -0.3% | CC(=O)N1c2ccc(S(=O)(=O)N3CCCCC3)cc2CC1C (centres undefined)
14% | 1.9% | Cc1ccc(CNC(=O)C(c2ccccc2)c2ccccc2)cc1
-1% | 2.4% | NC1=NC(=O)C(Cc2ccc(Br)cc2)S1 (centres undefined)
19% | -1.2% | Cc1ccc(NC(=O)C2COc3ccccc3O2)c(C)c1 (centres undefined)
-6% | -1.1% | CC(C)CC(OC(=O)c1ccc(Cl)nc1)C(=O)NC1CCCC1 (centres undefined)
-3% | 0.4% | CCCNC(=O)Cn1c(=O)n(CC(=O)N2CCCCC2)c(=O)c2sccc21
4% | 4.7% | COc1cc(NC(=O)C2CCN(S(=O)(=O)c3ccc4[nH]c(=O)oc4c3)CC2)cc(OC)c1
12% | 3.6% | CN(CC(=O)Nc1ccc(Cl)cc1)C(=O)CNC(=O)c1ccc2ccccc2c1
7% | -1.3% | COc1ccc(CCCNC(=O)C2CCC(=O)N(Cc3ccccc3F)C2)cc1 (centres undefined)
12% | -1.2% | COc1ccc(N2CCN(Cc3csc(C)c3-c3ccc(C)cc3)CC2)cc1
-4% | 1.1% | CC(CCOS(N)(=O)=O)c1ccccc1 (centres undefined)
15% | 0.8% | Cc1cc(=O)oc2c(C)c(OCC(=O)N3CCN(c4ccccc4)CC3)ccc12
4% | -0.5% | C[C@]12C=CC(=O)C=C1CC[C@@H]1C2[C@@H](O)C[C@@]2(C)C1CC[C@]2(O)C(=O)COC(=O)CCC(=O)O (some centres undefined)
14% | 29% | CCOc1ccc(/C=C/C(=O)c2c(O)cc(C)oc2=O)cc1
3% | 3.9% | O=C(CSc1nc2ccc(NC(=O)c3ccccc3C(=O)O)cc2s1)Nc1c(Cl)cccc1Cl
12% | -2.3% | CCCCCCCNC(=O)C1(CC2CC(c3ccc(Cl)cc3)=NO2)CCN(C(=O)C2(C)CC2)CC1 (centres undefined)
8% | 21% | CC(=O)c1ccc(NS(=O)(=O)c2cccc(C(=O)Nc3ccccc3C(=O)O)c2)cc1
2% | 4.7% | COc1ccc(N(CC(=O)Nc2ccc(F)c(F)c2)S(=O)(=O)c2c(C)[nH]c(=O)[nH]c2=O)cc1
-31% | 5.5% | CN(CC(=O)Nc1n[nH]c(=S)s1)S(=O)(=O)c1cccc2cccnc12
3% | 3.3% | O=C(NCc1ccccc1)c1c(Cl)nc(Cl)c(Cl)c1Cl
0% | 1.1% | CC(C)(C)NC(=O)C(c1ccc(Cl)cc1)N(CCO)C(=O)c1snc(C(N)=O)c1N (centres undefined)
-4% | 2.6% | O=C(COc1ccc(S(=O)(=O)NCc2ccccc2)cc1Cl)NCc1ccncc1
-5% | -0.6% | COc1ccc(OC(=O)COc2cccc(C)c2)cc1
3% | -2.2% | CCN(Cc1nc2ccccc2n1C)c1ccccc1
6% | -0.9% | Cc1cccc(OCC(=O)Nc2nccs2)c1C
16% | -0.6% | CCCC(C)NC(=O)CN1C(=O)c2cccc3cccc1c23 (centres undefined)
-2% | 0.6% | O=C(NCC(=O)N(c1cccc(F)c1)C(C(=O)NC1CCCC1)c1ccncc1)c1cccs1 (centres undefined)
-8% | -0.7% | Cc1ccc(C)c(N2CCN(C(=O)c3ccc4nc(N5CCOCC5)sc4c3)CC2)c1
-4% | -0.3% | Cc1ccc(C)c(NC(=O)C(CC(=O)O)C2CCCO2)c1 (centres undefined)
0% | 1.4% | O=S(=O)(NC(=NCc1ccccc1)c1ccccc1)c1ccc(Br)cc1
6% | -0.8% | CCOc1ccc(N2CC(C(=O)NC3CCCC3)CC2=O)cc1 (centres undefined)
8% | -1.4% | CCCCCNC(=O)C1c2ccccc2Oc2ccccc21
10% | -2.0% | Cc1ccc(CNS(=O)(=O)c2cc3c(cc2C)NC(=O)CO3)cc1
4% | -1.0% | CSc1ccccc1NC(=O)COC(=O)CCc1ccccc1
18% | -0.4% | COc1cc(S(=O)(=O)N2CCCN(C)CC2)ccc1NC(C)=O
14% | -0.3% | O=C(Nc1ccc(C(=O)O)cc1)Nc1cccc2ccccc12
1% | -0.2% | Cc1noc(C)c1C(=O)Nc1ccc2ccccc2c1
5% | -1.1% | O=C(N/N=C/c1c[nH]c2ccccc12)c1ccccc1Cl
14% | -0.2% | CN(CCC#N)C(=O)c1cc2c(Cl)nc3ccccc3c2s1
-19% | -2.3% | Nc1c(C(=O)N2CCCCC2)sc2nc3c(cc12)CCCC3
-6% | -1.0% | CSc1cccc(NC(=O)c2ccc(NC3=NC4CS(=O)(=O)CC4S3)cc2)c1 (centres undefined)
26% | -0.2% | CCOC(=O)c1ccc(NC(=O)c2cccc3c2C(=O)N(CC2CCCO2)C3)cc1 (centres undefined)
10% | 1.5% | Cc1cccc(C)c1OCc1cc(C(=O)NCC2CC2)no1
31% | -1.7% | Cc1c(C)c2c(OCC(=O)NCc3ccncc3)cc3c(c2oc1=O)CCC(C)(C)O3
-12% | 1.0% | O=C(CNc1ccc(F)cc1)N/N=C/c1c(O)ccc2ccccc12
5% | -1.6% | COc1ccc2oc(=N)c(C(=O)Nc3ccc(C)cc3)cc2c1
4% | 0.3% | CSc1ccccc1OCc1cc(C(=O)N2CCNC(=O)C2)no1
5% | 1.5% | NC(=O)C1CCN(CC(=O)Nc2nc(-c3ccccc3)cs2)CC1

An excerpt taken from the entries so far, as a working copy:
AID2073 | HIV peptide binding | Compound
10% | -2.0% | Cc1ccc(CNS(=O)(=O)c2cc3c(cc2C)NC(=O)CO3)cc1
4% | -1.0% | CSc1ccccc1NC(=O)COC(=O)CCc1ccccc1
18% | -0.4% | COc1cc(S(=O)(=O)N2CCCN(C)CC2)ccc1NC(C)=O
14% | -0.3% | O=C(Nc1ccc(C(=O)O)cc1)Nc1cccc2ccccc12
1% | -0.2% | Cc1noc(C)c1C(=O)Nc1ccc2ccccc2c1
5% | -1.1% | O=C(N/N=C/c1c[nH]c2ccccc12)c1ccccc1Cl
14% | -0.2% | CN(CCC#N)C(=O)c1cc2c(Cl)nc3ccccc3c2s1
-19% | -2.3% | Nc1c(C(=O)N2CCCCC2)sc2nc3c(cc12)CCCC3
-6% | -1.0% | CSc1cccc(NC(=O)c2ccc(NC3=NC4CS(=O)(=O)CC4S3)cc2)c1 (centres undefined)
26% | -0.2% | CCOC(=O)c1ccc(NC(=O)c2cccc3c2C(=O)N(CC2CCCO2)C3)cc1 (centres undefined)
10% | 1.5% | Cc1cccc(C)c1OCc1cc(C(=O)NCC2CC2)no1
31% | -1.7% | Cc1c(C)c2c(OCC(=O)NCc3ccncc3)cc3c(c2oc1=O)CCC(C)(C)O3
-12% | 1.0% | O=C(CNc1ccc(F)cc1)N/N=C/c1c(O)ccc2ccccc12
5% | -1.6% | COc1ccc2oc(=N)c(C(=O)Nc3ccc(C)cc3)cc2c1

Carrying on:
AID2073 | HIV peptide binding | Compound
12% | -0.7% | O=C(CCS(=O)(=O)c1ccc(F)cc1)N1CCOCC1
24% | 19% | COC(=O)c1ccc(N2NC(=O)/C(=C/c3ccc(OC)c(OC)c3)C2=O)cc1
-2% | 1.5% | O=[N+]([O-])c1cc([N+](=O)[O-])c(Oc2cc(Cl)ccc2Cl)cc1NC1CCCCCCC1
4% | -0.6% | COc1ccccc1CNC(=O)CCC(=O)N1Cc2cccc(OC)c2Oc2ncccc21
13% | -2.0% | O=C(CS(=O)(=O)c1cn(CC(=O)N2CCCC2)c2ccccc12)Nc1ccccc1F
17% | 4.2% | CC(C)C(NS(=O)(=O)c1ccc2c(c1)Cc1cc(S(=O)(=O)NC(C(=O)O)C(C)C)ccc1-2)C(=O)O (centres undefined)
10% | -2.8% | CC(C)Cc1ccc(C(=O)NCc2ccc3c(c2)OCO3)o1
? | -0.6% | CC1CC(=O)N(CC(=O)Nc2cccc(Cl)c2)c2ccccc2S1(=O)=O (centres undefined)
3% | -0.8% | N#Cc1ccc(OS(=O)(=O)c2ccc(-c3ccon3)s2)cc1
4% | 1.6% | CCc1ccccc1NC(=O)C1CCN(S(=O)(=O)c2ccc3c(c2)N(C(C)=O)CCO3)CC1
14% | 1.0% | O=c1cc(CSc2ccccc2)[nH]c2ccccc12
-3% | -1.3% | CC1Oc2ccccc2N(CC(=O)Nc2ccccc2F)C1=O (centres undefined)
-4% | 0.6% | O=C(CCC1CCCN(C(=O)c2cccnc2)C1)NCc1ccccc1F (centres undefined)
1% | -0.6% | COc1ccc(NC(=O)c2cccc(Cl)c2)c[n+]1[O-]
-4% | 1.0% | Cc1cccc(OCC(=O)Nc2ccc3c(c2)nc(CCN2CCN(c4ccccn4)CC2)n3C)c1
-7% | -0.5% | CCN1CCN(c2ncnc3scc(-c4ccc(C)c(C)c4)c23)CC1
6% | -0.9% | CCCOc1ccc(Cn2c(=O)oc3ccc(C)cc32)cc1
18% | 14% | O=C(Nc1ccccc1C(=O)O)c1cc(S(=O)(=O)N2CCCCC2)c(Cl)cc1Cl
7% | -1.0% | CCOC(=O)c1c(C)[nH]c(C(=O)NCCc2ccc(OC)c(OC)c2)c1C
11% | -0.7% | CCC(C(=O)NCCc1ccc(C)cc1)n1nc(C)c2c(C)n(-c3ccccc3)nc2c1=O (centres undefined)
7% | 0.4% | Cc1nc2sccn2c(=O)c1S(=O)(=O)NC(C)c1ccccc1 (centres undefined)
7% | -0.9% | Cc1ccc(S(=O)(=O)N2CCOCC2)cc1C(=O)NC1CCCCCC1
-2% | -0.6% | COc1cc(/C=N\Nc2nncn2N)ccc1OC(C)=O
2% | 0.3% | O=S(=O)(c1ccc(Cl)s1)N1CCN(CCc2ccccc2)CC1
-1% | 0.0% | CC(CCN1C(Nc2ccccc2)=NC[C@@H]1Cc1ccccc1)c1ccccc1 (some centres undefined)
-2% | -0.7% | CCOC(=O)c1ccc(CNC(=O)C2CCC(=O)N(CCc3ccccc3)C2)o1 (centres undefined)
6% | 6.4% | CCN(C(=O)CSc1nc2cc(C(=O)O)ccc2c(=O)n1Cc1ccccc1)c1ccccc1
-3% | -1.0% | CCc1ccc(C(=O)N2CCN(c3ccc(NC(=O)c4cccnc4)cc3)CC2)cc1
-4% | 0.4% | CN(C)c1ccc(/C=N/NC(=O)C(=O)N2CCCCCC2)cc1
3% | -0.2% | O=C(N/N=C/c1ccccc1)C(O)c1ccccc1 (centres undefined)
3% | -0.7% | O=C(Cc1cccs1)Nc1nc(-c2ccc(F)c(F)c2)cs1
9% | -1.5% | Cn1ncc(Cl)c1C(=O)Nc1ccc(CN2CCCCC2)cc1
1% | -1.1% | COc1ccc(N2CCOCC2)c(NC(=O)c2cccc3ccccc23)c1
4% | -0.2% | CCOc1ccc(NC(=O)c2cc(OC)nc3ccccc23)cc1
6% | -2.2% | COc1ccc(CC(=O)NCCCSc2ccccc2)cc1OC
6% | -0.3% | Cn1cnnc1SCC(=O)Nc1ccc(F)cc1
-2% | -2.2% | Cc1ccc(NC(=O)Cn2nc(C(=O)O)c3ccccc3c2=O)c([N+](=O)[O-])c1
27% | 53% | CCOC(=O)C1=C(C)N=c2s/c(=C/c3cccc(OCC(=O)O)c3)c(=O)n2C1c1ccc(F)cc1 (centres undefined)
10% | -0.5% | CC1(C(=O)O)CCC(C(=O)Nc2cccc(F)c2)C1(C)C (centres undefined)
-10% | 2.9% | C/C(=N\OC(=O)Nc1ccc(Cl)cc1)c1ccc(F)c(F)c1
4% | 0.4% | Cc1ccc(NC(=O)CS(=O)CC(=O)NC23CC4CC(CC(C4)C2)C3)cc1 (centres undefined)
3% | -1.3% | O=C(NC(=S)NCCc1ccccc1)c1ccccc1F
-2% | 0.6% | Cc1ccc(CN(Cc2ccco2)C(=O)c2ccco2)cc1
9% | -0.8% | COc1ccccc1CN1CCN(Cc2cc(OC)c(OC)cc2OC)CC1
? | 0.2% | Cc1cc(OC(C)C(=O)NCc2cccnc2)c2c(C)cc(=O)oc2c1 (centres undefined)
13% | 1.2% | CNC(=O)c1cc2c(-c3ccccc3)nn(C)c2s1
3% | -0.4% | Cc1ccc(-c2csc(N3CCN(c4cc5c(cc4Cl)nc(C(C)N)n5CCCO)CC3)n2)cc1 (centres undefined)
8% | -0.6% | Cc1nn(CC(=O)N2CCN(c3ccc(Cl)cc3)CC2)c(=O)c2cccn12
1% | 0.7% | CCNc1c(NC(=O)COc2ccc(Cl)cc2)c(=O)oc2ccccc12
9% | 0.6% | Cc1cc(=O)[nH]c(N/N=C/c2ccc(F)cc2)n1

High-throughput results: PubChem, Sanford-Burnham Center for Chemical Genomics

This is a subset; the hit share may differ from the screen's.
